From PubChem
Yp Topo-I inh – blocks Yersinia pestis topoisomerase I activity | Y. pestis Topo-I cleavage product accumulation, plate reader | 0.064% of 360,000 active | activity, % at 10 µM; in the data active = activity above about 50%, passing the limit was not always enough; inconclusive = no clear call, values can overlap the other calls; also: inactives centre near 2
PrPC TRFRET – cell surface PrPC inhibition, primary TR-FRET screen; inhibition, % at 13.8 µM; 0.43% of 370,000 active; P04156; TR-FRET read-out; in the data active = inhibition above about 24%; also: 0% = median of the test wells and 100% = reference compound wells
Anthrax LF prot – anthrax lethal factor protease inhibition. P15917. multiplex microsphere protease cleavage assay, LF. inhibition, % at 10 µM. 0.12% of 360,000 active; also: plate controls were buffer without enzyme for full effect and enzyme alone for no effect
Target sequence (P15917 whole entry, looked up): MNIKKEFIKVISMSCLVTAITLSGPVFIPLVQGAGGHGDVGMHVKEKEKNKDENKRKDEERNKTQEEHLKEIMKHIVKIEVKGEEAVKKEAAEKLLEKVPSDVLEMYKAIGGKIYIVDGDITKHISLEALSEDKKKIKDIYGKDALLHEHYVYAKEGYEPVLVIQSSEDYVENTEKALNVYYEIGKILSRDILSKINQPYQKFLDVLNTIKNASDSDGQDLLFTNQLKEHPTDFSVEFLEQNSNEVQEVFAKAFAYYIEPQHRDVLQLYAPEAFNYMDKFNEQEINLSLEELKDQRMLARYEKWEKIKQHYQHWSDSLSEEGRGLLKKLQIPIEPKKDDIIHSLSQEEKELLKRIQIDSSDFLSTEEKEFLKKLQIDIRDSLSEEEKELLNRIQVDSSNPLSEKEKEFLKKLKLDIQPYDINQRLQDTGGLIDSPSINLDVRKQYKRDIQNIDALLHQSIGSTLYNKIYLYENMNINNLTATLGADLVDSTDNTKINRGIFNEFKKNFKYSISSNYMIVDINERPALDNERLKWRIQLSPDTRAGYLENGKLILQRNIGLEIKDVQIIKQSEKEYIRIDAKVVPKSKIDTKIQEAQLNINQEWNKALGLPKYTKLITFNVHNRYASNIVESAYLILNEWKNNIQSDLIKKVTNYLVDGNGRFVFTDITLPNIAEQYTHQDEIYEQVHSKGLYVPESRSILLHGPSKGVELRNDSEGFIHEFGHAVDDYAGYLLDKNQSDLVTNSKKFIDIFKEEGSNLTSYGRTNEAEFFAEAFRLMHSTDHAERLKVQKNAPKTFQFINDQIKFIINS
TcdB inh – TcdB glycohydrolase inhibition. TcdB glycohydrolase enzymatic assay, plate reader. inhibition, % at 9.99 µM. 0.24% of 350,000 active; in the data active = inhibition above about 10%
PfHsp40 rescue – compounds rescuing yeast from Plasmodium falciparum HSP40 toxicity | S. cerevisiae expressing PfHsp40, growth rescue, ATP luminescence | growth rescue, % at 12.5 µM | 0.68% of 340,000 active; in the data active = growth rescue above about 28%, passing the limit was not always enough; inconclusive = no clear call, values can overlap the other calls;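 also: yeast W303a lacking pdr1 and pdr3 grown in galactose medium; growth measured after three days at 30 °C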
FadD28 binding – M. tuberculosis FadD28 bisubstrate binding inhibition. inhibition, % at 12.5 µM. FadD28 bisubstrate probe binding, fluorescence polarization. 0.22% of 360,000 active; in the data active = inhibition above about 8.5%, passing the limit was not always enough; inconclusive = no clear call, values can overlap the other calls
BoNT-A LC inh2 – BoNT A light chain protease inhibition | multiplex microsphere protease substrate cleavage, flow cytometry | inhibition, % at 10 µM | 0.17% of 360,000 active; also: plate controls were buffer without enzyme for full effect and enzyme alone for no effect
CCHF vOTU inh – blocks the CCHF virus ovarian tumor domain protease | 0.55% of 370,000 active | AID 651958 | CCHFV vOTU protease, Pep-AMC fluorescence | inhibition, % at 11.5 µM; in the data active = inhibition above about 30%; also: 0% = vehicle wells with enzyme and 100% = no enzyme wells
BoNT-F LC inh – blocks Botulinum neurotoxin F light chain protease; inhibition, % at 10 µM; Multiplex microsphere protease cleavage assay, flow cytometry; 0.22% of 360,000 active; in the data active = inhibition above about 35%, passing the limit was not always enough; inconclusive = no clear call, values can overlap the other calls; also: plate controls were buffer without enzyme for full effect and enzyme alone for no effect
The depositor's hits bear a star; ? = inconclusive; nt = not tested or not shown. Rule as the data show it, unless noted: active = inhibition above about 30%; inconclusive = no clear call, values can overlap the other calls; inactive = below that.

Letter code – A = Yp Topo-I inh; B = PrPC TRFRET; C = Anthrax LF prot; D = TcdB inh; E = PfHsp40 rescue; F = FadD28 binding; G = BoNT-A LC inh2; H = CCHF vOTU inh; I = BoNT-F LC inh
CN(CCc1ccccc1)C(=O)c1cccc(NC(=O)Cc2cccc(NC(=O)C3CCN(C(=O)C4CC4)CC3)c2)c1
  A = 13; B = 8; C = 2; D = -2.0; E = 0.5; F = -2.3; G = -0.4; H = 5; I = -2
Cc1nn(-c2ccccc2)c(C)c1NC(=O)COC(=O)c1ccc(O)cc1O
  A = 4; B = -2; C = 3; D = 1.1; E = -1.4; F = -0.4; G = -1.5; H = 3; I = -4
COc1ccc(-n2nnc3c(=O)n(Cc4ccccc4C)cnc32)cc1
  A = 4; B = nt; C = -7; D = 1.0; E = -1.3; F = -0.6; G = -1.3; H = nt; I = -13
O=C(CSc1nnc(CN2CCOCC2)n1-c1ccc(Cl)cc1)N1CCc2ccccc21
  A = 11; B = 1; C = 1; D = nt; E = -2.0; F = -0.6; G = -0.1; H = 0; I = -7
Cc1ccccc1NC(=O)CC1C(=O)NCCN1C(=O)c1cccc(Cl)c1 (stereo not given)
  A = 10; B = -4; C = 0; D = 2.2; E = 0.6; F = 1.4; G = 0.0; H = 7; I = 5
COc1ccc(N2CCN(C(=O)CSc3nc4ccccc4c(=O)[nH]3)CC2)cc1
  A = 15; B = 0; C = 2; D = -0.5; E = 0.7; F = -2.0; G = -5.3; H = 6; I = -27
Cc1cccc(Cn2cc3c(=O)n(Cc4cccc(F)c4)nc-3c3ccccc32)c1
  A = 3; B = 6; C = 4; D = 1.4; E = -0.4; F = -2.4; G = 1.0; H = 11; I = 8
CCc1ccc(OCCNC(=O)c2ccco2)cc1
  A = 1; B = -1; C = -2; D = -3.0; E = 1.5; F = -1.0; G = -2.4; H = 11; I = 3
COc1cc(/C=C/C(=O)OCC(=O)N2CCCC2)ccc1OCC#N
  A = -3; B = 1; C = -2; D = 0.6; E = -1.5; F = -4.2; G = 0.4; H = 4; I = 4
O=[N+]([O-])c1cc(-c2n(-c3ccccn3)c3ccccc3[n+]2-c2ccccn2)ccc1Cl
  A = -14; B = -11; C = -8; D = 1.0; E = 1.9; F = -2.9; G = -1.3; H = -1; I = 1
CC1CCCC(NC(=O)c2ccc(F)c(S(=O)(=O)N3CCOCC3)c2)C1C (stereo not given)
  A = 1; B = 0; C = 2; D = 0.9; E = 0.4; F = -0.6; G = 0.6; H = 6; I = 3
COc1ccccc1-c1nnc(SCC(=O)O)n1-c1ccccc1
  A = -2; B = -5; C = -6; D = 1.5; E = 0.6; F = 0.6; G = -0.5; H = 0; I = 0
Cn1c(=O)c2c(ncn2CC(=O)Nc2ccccc2N2CCOCC2)n(C)c1=O
  A = 10; B = nt; C = 0; D = nt; E = -0.2; F = 2.7; G = -0.4; H = nt; I = 10
O=C(COC(=O)c1cccs1)NC1CCCCC1
  A = 4; B = 3; C = 4; D = nt; E = -1.1; F = -3.9; G = 1.7; H = 10; I = ?
CCCCCCN1C2=NCCN2c2ccccc21
  A = 11; B = -7; C = 10; D = nt; E = -0.2; F = -0.5; G = -0.7; H = 6; I = -2
NC(=O)NC1CCCc2c1[nH]c1ccc(Cl)cc21 (stereo not given)
  A = -1; B = 0; C = 0; D = 0.3; E = 1.4; F = -1.2; G = -1.7; H = 0; I = -9
Cc1ccc(NC(=O)CSc2nnc(C)c(=O)n2N)c(C)c1
  A = 5; B = 1; C = -2; D = nt; E = -1.3; F = -0.8; G = -1.2; H = -3; I = -16
Cc1ccc(C(=O)NCCc2nnc3ccc(SCC(=O)Nc4nnc(C)s4)nn23)cc1
  A = 1; B = -4; C = -5; D = 0.3; E = nt; F = 0.6; G = 0.1; H = -8; I = -7
Cc1nc2sccn2c(=O)c1S(=O)(=O)Nc1ccc(N2CCN(C)CC2)cc1
  A = -3; B = -8; C = -2; D = -27; E = 0.1; F = 0.1; G = 0.2; H = 3; I = 4
CCc1nc(N)nc(N)c1-c1ccc(Cl)cc1
  A = -14; B = -10; C = 0; D = 2.3; E = -0.8; F = -1.7; G = -0.1; H = -3; I = -2
Cc1c(C(=O)NC2CCN(Cc3ccccc3)C2)oc2ccc(Br)cc12 (stereo not given)
  A = 6; B = 1; C = -12; D = 1.2; E = 0.5; F = 0.1; G = 0.9; H = 0; I = 2
Cc1ccc(OCC(=O)NCCN2CCOCC2)cc1C
  A = -4; B = -4; C = -3; D = nt; E = -0.4; F = -1.3; G = 0.3; H = -13; I = 10
Cc1cc(OCC(=O)Nc2ccc(CN3CCOCC3)cc2)c2c(C)cc(=O)oc2c1
  A = -6; B = 7; C = -1; D = 1.5; E = -1.0; F = -3.1; G = 0.6; H = -20; I = -3
CCC(Cc1ccccc1)NC(=O)C1CCCCC1 (stereo not given)
  A = -1; B = 8; C = -3; D = 0.1; E = 1.2; F = -1.7; G = 0.2; H = -4; I = -1
COc1ccc(C2C(C(=O)NCCN3CCOCC3)c3ccccc3C(=O)N2C)cc1OC (stereo not given)
  A = 8; B = -2; C = 7; D = nt; E = 0.0; F = -1.3; G = -0.9; H = 2; I = -20
C/C(=N\NC(=O)c1nnn(-c2nonc2N)c1C)c1ccc(-c2ccccc2)cc1
  A = 17; B = 9; C = 0; D = -1.3; E = -2.7; F = -0.2; G = -1.9; H = -10; I = 4
O=C1NC(=S)SC1=Cc1ccccc1C(=O)O
  A = nt; B = 5; C = -4; D = 0.7; E = nt; F = -0.9; G = 0.9; H = 3; I = 10
C/C(=N\NC(=O)c1cc(C)[nH]n1)c1cccs1
  A = -7; B = 9; C = 4; D = 0.1; E = -0.6; F = -2.5; G = 0.1; H = 17; I = 4
Cn1cc(SCC(=O)NCc2ccc(F)cc2)c2ccccc21
  A = -7; B = -2; C = -2; D = 1.9; E = 0.5; F = -5.2; G = 0.0; H = -5; I = -8
COc1ccc(NC(=O)COc2coc(CN3c4ccccc4CC3C)cc2=O)cc1 (stereo not given)
  A = -1; B = 10; C = nt; D = -0.1; E = 0.3; F = -1.4; G = nt; H = -5; I = nt
COc1ccc(C(=O)NNC(=O)c2ccc(C)cc2)cc1S(=O)(=O)N1CCCC1
  A = 4; B = 0; C = -9; D = 0.2; E = -1.2; F = 6.5; G = -1.7; H = -12; I = 5
Cc1cccnc1NC(=O)CCCc1c[nH]c2ccccc12
  A = -4; B = 3; C = 11; D = -0.8; E = -0.2; F = 2.7; G = 0.2; H = 9; I = 2
Nc1ccccc1-c1ccc([N+](=O)[O-])cc1
  A = 2; B = 2; C = -2; D = 4.5; E = -0.1; F = -0.7; G = 0.5; H = -11; I = 4
Cc1nn(C)c(C)c1S(=O)(=O)N(CC(=O)Nc1nccs1)c1ccc(C(C)C)cc1
  A = -3; B = -4; C = -8; D = 0.1; E = -0.9; F = -3.5; G = -0.9; H = -3; I = -13
S=C(NCc1ccncc1)Nc1ccc(Cl)c(Cl)c1
  A = -8; B = -1; C = 0; D = nt; E = -0.4; F = -3.8; G = 0.1; H = -2; I = -4
COc1ccc(/C=C2\OC(=O)c3c(OC)cccc32)cc1OC
  A = 0; B = -4; C = -1; D = nt; E = 3.1; F = 0.3; G = -0.3; H = -74; I = -7
CCOc1ccc(-n2c(O)c(/C=C3\C=Nc4ccccc43)c(=O)[nH]c2=O)cc1
  A = 7; B = -5; C = -9; D = -0.2; E = -0.5; F = 2.5; G = 2.6; H = 9; I = 21
Cc1nc(CCN2C(=O)c3ccccc3C2=O)n[nH]1
  A = 3; B = -2; C = 2; D = nt; E = 0.5; F = -2.3; G = -0.5; H = 4; I = -3
O=c1[nH]c(N2CCCCCC2)nc2ncn(Cc3ccccc3)c12
  A = 3; B = 7; C = -3; D = 1.1; E = 2.6; F = 0.5; G = 0.1; H = 1; I = 2
O=C(N/N=C/c1ccco1)c1ccc(NC(=O)C2CCCCC2)cc1
  A = 1; B = -10; C = 0; D = 0.3; E = -0.7; F = -2.8; G = 1.8; H = 9; I = -3
Cc1ccc(-n2c(C)nc3ccsc3c2=O)cc1
  A = -6; B = 0; C = 4; D = 1.5; E = -0.5; F = -1.7; G = 0.3; H = 4; I = -8
CN1CCN(C(=O)c2cc3c(c(-c4cccc(C#CC(C)(C)O)c4)n2)[C@H](CCO)N(S(=O)C(C)(C)C)C3)CC1 (stereo not given in full)
  A = nt; B = 1; C = -2; D = 1.5; E = nt; F = 1.2; G = -0.1; H = 2; I = -2
COC(=O)c1ccccc1S(=O)(=O)N1CCC(C(=O)OCC(=O)c2ccccc2OC)CC1
  A = 25; B = -14; C = 6; D = 0.4; E = -1.0; F = -1.4; G = 5.8; H = 6; I = 6
Cc1nccn1CCCNC(=O)c1nc(Cn2cc([N+](=O)[O-])cn2)no1
  A = 7; B = -9; C = -6; D = -2.2; E = -1.3; F = -0.1; G = 1.1; H = 21; I = -2
COc1ccc(C(CNC(=O)c2ccc(NS(=O)(=O)c3ccc(F)cc3)cc2)N2CCOCC2)cc1 (stereo not given)
  A = 14; B = -7; C = 5; D = 0.4; E = -1.2; F = -0.9; G = -1.8; H = 22; I = 0
O=S(=O)(Cc1ccccc1)Nc1ccc(F)cc1
  A = 9; B = -6; C = -21; D = 1.2; E = 1.1; F = -3.9; G = -1.6; H = -7; I = 12
CN(C)N1C(N)=C(C#N)C(c2ccc(Br)cc2)C2=C1CCCC2=O (stereo not given)
  A = -4; B = 5; C = 9; D = -2.0; E = -0.5; F = -14; G = 0.8; H = 35*; I = -24
COCCn1nnnc1CN1CCN(C(=O)c2ccco2)CC1
  A = -6; B = 5; C = 6; D = 2.1; E = -0.8; F = -3.7; G = -2.9; H = 6; I = 6
CCN(CC(=O)Nc1ccc(NC(C)=O)cc1)C(=O)CCCc1nc2ccccc2c(=O)[nH]1
  A = 0; B = 5; C = -4; D = 1.7; E = -1.7; F = -3.8; G = 0.8; H = -4; I = 6
Cc1ccc(S(=O)(=O)N2CCCCC2)cc1NC(=O)CSCC(=O)O
  A = -5; B = -2; C = -3; D = -0.5; E = 0.7; F = -2.1; G = -0.7; H = 6; I = -1
O=C(NCCC1=CCCCC1)C(=O)NCC(c1ccco1)N1CCN(c2ccccc2)CC1 (stereo not given)
  A = 32; B = 9; C = 0; D = nt; E = -1.7; F = -2.0; G = 0.1; H = -5; I = -1
COc1ccc(CN(CC2CCCO2)C(=O)CN2C(=O)C(C)Oc3ccc(C)cc32)cc1OC (stereo not given)
  A = 19; B = 3; C = 0; D = nt; E = 0.7; F = -5.2; G = 0.2; H = -3; I = -3
NS(=O)(=O)c1cccc(NC(=O)c2cccc(-c3ccc(O)cc3)c2)c1
  A = -6; B = -2; C = -2; D = 3.2; E = -0.2; F = nt; G = 0.6; H = 3; I = -2

A draw from above in order of count of non-hydrogen atoms, low to high.
Letter code – A = Yp Topo-I inh; B = PrPC TRFRET; C = Anthrax LF prot; D = TcdB inh; E = PfHsp40 rescue; F = FadD28 binding; G = BoNT-A LC inh2; H = CCHF vOTU inh; I = BoNT-F LC inh
O=S(=O)(Cc1ccccc1)Nc1ccc(F)cc1
  A = 9; B = -6; C = -21; D = 1.2; E = 1.1; F = -3.9; G = -1.6; H = -7; I = 12
COc1ccc(/C=C2\OC(=O)c3c(OC)cccc32)cc1OC
  A = 0; B = -4; C = -1; D = nt; E = 3.1; F = 0.3; G = -0.3; H = -74; I = -7
CN(C)N1C(N)=C(C#N)C(c2ccc(Br)cc2)C2=C1CCCC2=O (stereo not given)
  A = -4; B = 5; C = 9; D = -2.0; E = -0.5; F = -14; G = 0.8; H = 35*; I = -24
Cc1nccn1CCCNC(=O)c1nc(Cn2cc([N+](=O)[O-])cn2)no1
  A = 7; B = -9; C = -6; D = -2.2; E = -1.3; F = -0.1; G = 1.1; H = 21; I = -2
COc1ccc(N2CCN(C(=O)CSc3nc4ccccc4c(=O)[nH]3)CC2)cc1
  A = 15; B = 0; C = 2; D = -0.5; E = 0.7; F = -2.0; G = -5.3; H = 6; I = -27
C/C(=N\NC(=O)c1nnn(-c2nonc2N)c1C)c1ccc(-c2ccccc2)cc1
  A = 17; B = 9; C = 0; D = -1.3; E = -2.7; F = -0.2; G = -1.9; H = -10; I = 4
COc1ccc(CN(CC2CCCO2)C(=O)CN2C(=O)C(C)Oc3ccc(C)cc32)cc1OC (stereo not given)
  A = 19; B = 3; C = 0; D = nt; E = 0.7; F = -5.2; G = 0.2; H = -3; I = -3
CN1CCN(C(=O)c2cc3c(c(-c4cccc(C#CC(C)(C)O)c4)n2)[C@H](CCO)N(S(=O)C(C)(C)C)C3)CC1 (stereo not given in full)
  A = nt; B = 1; C = -2; D = 1.5; E = nt; F = 1.2; G = -0.1; H = 2; I = -2
